PTAP TSG101 blk = blocks PTAP/TSG101 interaction to inhibit HIV-1 budding | Fluorescence polarization, FITC-PTAP peptide / Tsg101 binding | AID 493005 | Potency, µM (top dose mostly 115 µM), for the others: at the highest dose activity change, negative = inhibition, usual class: inhibitors | 340,000 tested, under 10 active | Q99816; active means well fitted inhibition curve with a large enough effect in the main read-out, with a control signal flat, not every such curve was filed as active; inconclusive means small, poorly fitted or top-dose-only effect, or effect the other way, or a change in a side signal; inactive means no such curve, though single readings can be large or run the other way; further: potency means the concentration at half of the fitted maximal effect; % of control where 0% means no effect
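FP read-out: FITC-PTAP peptide, 50 nM final, binding Tsg101 binding domain, 10 uM final; 20 min, r.t.; 10 mM HEPES pH 7.5, 0.15 M NaCl, 0.01% Tween 20, 3 mM EDTA, 0.1 mM TCEP.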
uPA surface inh = cell surface uPA generation inhibition | 0.31% of 330,000 active | Potency, µM (titrated, usually from 38.3 µM), for the others: at the highest dose activity change, negative = inhibition, actives largely listed as inhibitors | cell surface uPA generation assay, qHTS; active means well fitted inhibition curve with a large enough effect; inconclusive means small, poorly fitted or top-dose-only effect; inactive means no such curve, though single readings can be large or run the other way; tested in mouse RAW 264.7 cells; further: potency means the concentration at half of the fitted maximal effect; on the % scale 0 is the no-effect control and ±100 the full control effect; nearly all actives have a fitted effect of over 55% in size
BRCA1 expr up = activators of BRCA1 expression; MCF7-BRCA1-FFLuc reporter, luminescence, 48 h; response scale: scaled: vehicle 0%, 10 µM genistein 100%; Potency, µM (doses to about 46.1 µM), inactives show at the top dose activation, actives largely listed as activators; 1.1% of 380,000 active; further: potency means the concentration at half of the fitted maximal effect; nearly all actives have a fitted effect of over 80% in size; some results filed as inactive show a strong effect at the top dose
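Using MCF7 cells harboring a BRCA1 firefly luciferase reporter, plated 2 h before compound pinning, the screen measured luminescence after 48 h incubation. Responses were normalized to DMSO and 10 microM genistein, then fitted for concentration-effect.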
ASM inhibitor = human S-ASM enzyme inhibition. placental ASM, HMU-PC fluorogenic substrate, 60 min. AID 504937. 0.006% of 340,000 active. Potency, µM (doses to about 57.5 µM), without a hit: at the highest dose activity change, negative = inhibition, hits mostly inhibitors; further: potency means the concentration at half of the fitted maximal effect
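Fluorescence read-out (Ex 386 nm, Em 447 nm) after stopping the reaction at pH 10. Enzyme: ASM from human placenta; substrate HMU-PC0, 9 uM final; 60 min, 37 °C. Compound preincubation 10 min, ambient temperature.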
Eya2 phos inh = blocks the phosphatase activity of human Eya2; O00167; recombinant Eya2, OMFP fluorescence dephosphorylation (OMFP is methylfluorescein phosphate); Potency, µM (highest dose often 76.9 µM), without a hit: top-dose activity, negative = inhibition, actives largely listed as inhibitors; 0.006% of 330,000 active; further: potency means the concentration at half of the fitted maximal effect; on the % scale 0 is the no-effect control and ±100 the full control effect
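Eya2 (0.2 uM) preincubated 10 min at ambient with compound, then OMFP substrate added at 50 uM; 10 min reaction in 50 mM HEPES pH 7.5, 50 mM NaCl, 5 uM MgCl2, 0.05% BSA, 1 mM DTT. Fluorescence read at Ex 485/Em 525 nm.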
a7 integrin act = activates integrin-mediated alleviation for muscular dystrophy. Potency, µM (series often up to 38.3 µM), inactives show at the top dose activation, usual class: activators. 0.064% of 350,000 active. AID 624291. alpha7betagal myoblasts, beta-gal FDG fluorescence, 48 h;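 further: potency means the concentration at half of the fitted maximal effect; 100% = response of the positive control SU9516; nearly all actives have a fitted effect of over 60% in size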
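alpha7betagal+/- myoblasts (passage 13, 250/well) treated 48 h at 37C with compounds at 1:260 dilution of DMSO stock. Lysed, then beta-galactosidase activity read as FDG fluorescence (ex 480/em 540) after 30 min, with pre-read for autofluorescence.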
p53 reactivation = re-activators of mutant p53 | H1299 p53-A138V BP100-luciferase reporter, luminescence, 24 h | Potency, µM (highest dose often 92.2 µM), for the others: at the top dose activity change, positive = activation, hits mostly activators | 0.063% of 320,000 active | AID 504706; further: potency means the concentration at half of the fitted maximal effect; % of control where 0% means no effect; nearly all actives have a fitted effect of over 45% in size
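H1299 (p53-null), stable ts p53-A138V + BP100-Luc; 1000 cells/well, Opti-MEM/10% FBS; cpd 4 pt, 1:5; 24 h, 37 deg C, 5% CO2; detection reagent 10 min RT; luminescence.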
B2AR arrestin = beta2AR (human) beta-arrestin recruitment activity; AID 492947; P07550; beta-arrestin recruitment to beta2AR, cell-based reporter; 0.02% of 330,000 active; Potency, µM (titrated, usually from 46.1 µM), for inactives: at the highest dose activation, usual class: activators;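 further: potency means the concentration at half of the fitted maximal effect; 0% = DMSO controls and full agonism = EC100 isoproterenol or metaproterenol; nearly all actives have a fitted effect of over 65% in size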
USP2a inh = inhibitors of human ubiquitin-specific protease USP2a; USP2 core, Ub-CHOP2 coupled fluorogenic reporter, 485/531; Potency, µM (highest dose often 38.3 µM), inactives show at the top dose activity change, negative = inhibition, usual class: inhibitors; O75604; AID 463254; 0.01% of 330,000 active;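 further: potency means the concentration at half of the fitted maximal effect; plate controls were DMSO wells for no effect and full inhibition by NEM control for full effect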
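Cell-free coupled assay: 10nM USP2 core preincubated 30min RT with compound in Tris-HCl pH 8.0/CaCl2/CHAPS buffer, then 25nM Ub-CHOP2 and 25nM reporter substrate; fluorescence (Ex 485/Em 531) read after 60min RT, normalized to NEM inhibition, concentration-response curves fitted.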
ELG1 genotoxic = inducers of genotoxicity in HEK293T ELG1-luciferase cells; HEK293T ELG1-luciferase reporter, luminescence, 16 h; Potency, µM (highest dose often 46 µM), for inactives: top-dose activity change, positive = activation, actives largely listed as activators; 1.3% of 330,000 active; further: potency means the concentration at half of the fitted maximal effect; % of control where 0% means no effect; nearly all actives have a fitted effect of over 60% in size
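Reporter readout depends on ELG1 protein level, which increases with genetic stress. After 16 hr compound exposure at 37 °C, luciferase activity was quantified using ONE-Glo.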
TRPV1 agonist = agonists of human vanilloid receptor 1 (TRPV1); activation, % at 8.33 µM; 0.19% of 320,000 active; Q8NER1; TRPV1-expressing cells, Fluo-8 calcium influx, agonist mode; AID 540275; in the data active means activation above about 80%; inconclusive means between about 30% and that limit; further: 0% is about no effect
Target sequence (Q8NER1 whole entry, looked up): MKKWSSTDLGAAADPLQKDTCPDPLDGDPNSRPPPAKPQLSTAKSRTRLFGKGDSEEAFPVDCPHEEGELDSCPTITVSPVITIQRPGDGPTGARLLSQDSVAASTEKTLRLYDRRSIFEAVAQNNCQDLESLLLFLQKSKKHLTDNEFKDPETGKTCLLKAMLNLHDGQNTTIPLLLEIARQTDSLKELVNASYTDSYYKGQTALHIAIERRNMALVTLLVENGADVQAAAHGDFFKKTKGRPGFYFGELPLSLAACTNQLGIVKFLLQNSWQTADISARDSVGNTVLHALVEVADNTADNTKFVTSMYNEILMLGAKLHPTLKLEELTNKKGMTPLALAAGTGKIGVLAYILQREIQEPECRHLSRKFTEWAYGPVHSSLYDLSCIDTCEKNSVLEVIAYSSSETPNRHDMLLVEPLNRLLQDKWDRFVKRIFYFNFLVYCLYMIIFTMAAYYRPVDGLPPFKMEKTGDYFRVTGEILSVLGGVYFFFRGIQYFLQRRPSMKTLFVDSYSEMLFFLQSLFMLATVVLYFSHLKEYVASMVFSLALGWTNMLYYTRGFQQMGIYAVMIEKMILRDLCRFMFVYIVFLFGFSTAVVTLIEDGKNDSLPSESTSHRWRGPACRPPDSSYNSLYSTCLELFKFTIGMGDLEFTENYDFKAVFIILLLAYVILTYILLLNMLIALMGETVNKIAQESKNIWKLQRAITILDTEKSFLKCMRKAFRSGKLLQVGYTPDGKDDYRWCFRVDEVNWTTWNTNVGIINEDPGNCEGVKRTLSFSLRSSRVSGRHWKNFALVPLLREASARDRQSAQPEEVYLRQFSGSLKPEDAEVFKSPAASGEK
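TRPV1-expressing cells were cultured overnight at 35.5C and loaded with Fluo-8 calcium dye for 40 to 90 min at room temperature. After a 10 s baseline, compound was added and calcium influx was read kinetically for 3 min (ex 480/em 520 nm).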
An asterisk follows results filed as active; ? = inconclusive; · = no result given; & = joins results of further samples; [ ] = another dose, or the depositor's remark. Unless noted, the call rests on the fitted dose curve; in most records, active means well fitted curve in the direction sought with a large enough effect; inconclusive means small, poorly fitted or top-dose-only effect, or another doubt; inactive means no such curve, though single readings can be large; an effect the other way counts as inactive or inconclusive.

entry	Structure	ASM inhibitor	TRPV1 agonist	PTAP TSG101 blk	USP2a inh	a7 integrin act	ELG1 genotoxic	p53 reactivation	B2AR arrestin	Eya2 phos inh	BRCA1 expr up	uPA surface inh
1	Cc1cccc2sc(NS(C)(=O)=O)nc12	-2%	-2	1%	2%	-3%	2%	-1%	1.1%	-8%	-4%	1%
2	CC(C)c1ccc(CNc2nc3nc4c(c(=O)n3[nH]2)CCC4)cc1	-3%	2	0%	-1%	-14%	0%	-3%	0.0%	2%	-1%	3%
3	CC(=O)Nc1ccc(S(=O)(=O)Nc2ccccc2C(=O)N2CCCCC2)cc1	0%	-6	-5%	13%	13%	-11%	-6%	2.5%	0%	-1%	-1%
4	Cc1cccc(OCc2nc(-c3ccc(-n4cccc4)cc3)no2)c1	1%	1	-1%	-7%	-13%	-1%	1%	0.3%	2%	0%	5%
5	C/C(=N\Nc1ccc(Cl)c(C(=O)O)c1)c1ccccn1	2%	1	1%	6%	?	10%	11%	0.4%	0%	?	-3%
6	CC(/C=N\Nc1nnc2c(n1)[nH]c1c(C)cccc12)=C\c1ccco1	2%	2	0%	-1%	-60%[inhibitor]	?	-22%	-0.1%	11%	-53%	-6%
7	CC(SCc1ccccc1)C(=O)Nc1ccccc1Br (stereo not drawn)	1%	9	0%	-6%	1%	5%	12%	-0.3%	-14%	31%	0%
8	CC(=O)Nc1cc(NC(=O)C2C3C=CC(C3)C2C(=O)O)ccc1Cl (stereo not drawn)	1%	0	-3%	2%	-12%	5%	0%	-0.5%	-8%	-5%	-3%
9	CC1CC(C(F)(F)C(F)(F)F)n2nc(C(=O)O)cc2N1 (stereo not drawn)	2%	4	-5%	2%	-7%	0%	0%	-0.8%	2%	-13%	8%
10	CCOC(=O)N1CCc2c(sc(NC(=O)CN3CCOCC3)c2C(=O)Nc2ccccc2)C1	14%	3	1%	0%	3%	-11%	1%	-0.3%	-5%	-41%	-4%
11	Cc1ccc(NC(=O)c2ccc3ccccc3n2)nc1	-3%	2	-3%	-1%	0%	9.2µM*	23%	0.0%	11%	16%	-2%
12	Cc1csc(CNc2ncnc3ccc(-c4ccc5c(c4)OCO5)cc23)c1	-12%	·	2%	-2%&0%	·	5%	2%	-0.2%&0.3%	-1%&-11%	-63%	-3%
13	Cc1ccc(CNC(=S)N2CCOCC2)cc1	-1%	?	-6%	0%	-2%	0%	3%	0.0%	4%	1%	-18%
14	Cc1csc(NC(=O)C2CC(=O)N(c3ccc(C)c(C)c3)C2)n1 (stereo not drawn)	5%	30	-1%	1%	0%	1%	-7%	-0.7%	-6%	17%	-2%
15	CC(O)(C#CCN1CCCCC1)c1ccccc1 (stereo not drawn)	-1%	1	-2%	1%	-14%	-4%	1%	-0.5%	-9%	-4%	6%
16	CC(=O)NC(Cc1ccc(C)cc1)C(=O)NC1CCN(C(=O)c2cnccn2)CC1 (stereo not drawn)	1%	0	-1%	0%	24%	-1%	0%	0.0%	11%	1%	·
17	O=C(C1CCCC1)N1CCN(S(=O)(=O)c2cccc(Cl)c2Cl)CC1	-8%	7	0%	0%	-17%	-1%	-2%	-0.5%	2%	-21%	-1%
18	CCC(Sc1nc2cc(OC)c(OC)cc2c(=O)n1CCc1ccc(OC)c(OC)c1)C(=O)NCCOC (stereo not drawn)	1%	-6	0%	-1%	12%	-12%	0%	-0.3%	12%	22%	0%
19	Cc1ccc(C(=O)N2CCN(C(=O)C3CCCO3)CC2)cc1 (stereo not drawn)	0%	2	-4%	0%	3%	0%	5%	-0.1%	1%	-5%	0%
20	O=C(COC(=O)/C=C/c1cc(Br)ccc1F)Nc1ccc2[nH]c(=O)[nH]c2c1	13%	15	-14%	-2%	3%	-1%	17%	0.1%	6%	-1%	0%

A second format for 2 compounds above.
15) CC(O)(C#CCN1CCCCC1)c1ccccc1 (stereo not drawn)
16) CC(=O)NC(Cc1ccc(C)cc1)C(=O)NC1CCN(C(=O)c2cnccn2)CC1 (stereo not drawn)

screen / no.	15	16
ASM inhibitor	-1%	1%
TRPV1 agonist	1	0
PTAP TSG101 blk	-2%	-1%
USP2a inh	1%	0%
a7 integrin act	-14%	24%
ELG1 genotoxic	-4%	-1%
p53 reactivation	1%	0%
B2AR arrestin	-0.5%	0.0%
Eya2 phos inh	-9%	11%
BRCA1 expr up	-4%	1%
uPA surface inh	6%	·

The main list resumes, starting two compounds before the break.
entry	Structure	ASM inhibitor	TRPV1 agonist	PTAP TSG101 blk	USP2a inh	a7 integrin act	ELG1 genotoxic	p53 reactivation	B2AR arrestin	Eya2 phos inh	BRCA1 expr up	uPA surface inh
19	Cc1ccc(C(=O)N2CCN(C(=O)C3CCCO3)CC2)cc1 (stereo not drawn)	0%	2	-4%	0%	3%	0%	5%	-0.1%	1%	-5%	0%
20	O=C(COC(=O)/C=C/c1cc(Br)ccc1F)Nc1ccc2[nH]c(=O)[nH]c2c1	13%	15	-14%	-2%	3%	-1%	17%	0.1%	6%	-1%	0%
21	CCOc1ccc(NC(=O)CN(C)C(=O)c2cc(S(=O)(=O)N(C)C)ccc2N2CCCC2)cc1OCC	1%	-1	-1%	0%	-15%	-4%	3%	-0.5%	20%	-2%	-9%
22	CCCCNCCOCCOc1ccc(Cl)cc1Br	3%	-2	-1%	4%	-46%[inhibitor]	-4%	-12%	0.0%	-15%	-43%	8%
23	CC(OC(=O)Cn1[nH]c(=O)c2ccccc2c1=O)C(=O)c1ccccc1 (stereo not drawn)	4%	-6	-2%	1%	-3%	4%	-6%	0.2%	10%	3%	0%
24	COc1ccc(Br)cc1C(C[N+](=O)[O-])c1c(N)n(C)c(=O)n(C)c1=O (stereo not drawn)	-3%	-2	-7%	-12%	-60%[inhibitor]	-7%	-15%	-0.9%	1%	-87%[inhibitor]	3.5µM*
25	CCN1CCN(CCNC(=O)c2ccc(CS(=O)(=O)c3ccccc3C)o2)CC1	3%	-2	-3%	0%	10%	0%	-3%	-0.3%	12%	-10%	-2%
26	CCCOc1c(Br)cc(C(=O)OCC(=O)NC2CC2)cc1OC	·	?	0%	-1%	12%	?	2%	-1.0%	4%	-6%	5%
27	COc1ccc(C2C(=O)N(C3CCCCC3)CC(=O)N2Cc2ccco2)cc1 (stereo not drawn)	1%	5	0%	1%	-5%	-10%	-2%	0.0%	3%	9%	·
28	COCc1cc(=O)[nH]c(SCC(=O)Nc2ccccc2)n1	2%	-1	-1%	4%	5%	-1%	-6%	-0.7%	8%	0%	0%
29	CCc1nnc(NC(=O)C2CCCN(c3nc(C)cc(C)n3)C2)s1 (stereo not drawn)	2%	1	-3%	7%	17%[7.66 µM]	1%	1%	-0.3%	-4%	0%	·
30	Cc1onc(-c2c(Cl)cccc2Cl)c1C(=O)N=C(N)N1CC(C)OC(C)C1 (stereo not drawn)	1%	2	-3%	3%	-1%	-4%	-2%	0.4%	-22%	-11%	-10%
31	C/C(CC(=O)Nc1ccc(C)c(Cl)c1)=N\NC(=O)Cc1cnc(N)s1	-2%	-3	-2%	0%	-25%	0%	0%	-0.4%	5%	-1%	-6%
32	COc1cc(C(=O)N/C(=C\c2cn(C)c3ccccc23)C(=O)NCCCn2ccnc2)cc(OC)c1OC	1%	-1	-6%	4%	32%	1%	5%	-0.9%	-3%	4%	4%
33	COc1ccccc1NC(=O)C1C2C=CC(C2)C1C(=O)NCc1cccnc1 (stereo not drawn)	3%	0	-3%	1%	-41%	-5%	10%	-0.3%	16%	2%	0%
34	Cc1ccc(C(=O)Nc2ccncc2)o1	-3%	0	-4%	1%	10%	-2%	-2%	0.0%	-2%	8%	4%

Down the list, from the results shown.
Compounds 22–28 in TRPV1 agonist, in turn: -2, -6, -2, -2, ?, 5, -1
Compounds 22–28 in uPA surface inh, in turn: 8%, 0%, 3.5µM*, -2%, 5%, ·, 0%
